Screening data deposited in PubChem BioAssay by several laboratories.
AHR activator: activators of human aryl hydrocarbon receptor. AHR-responsive luciferase reporter cells, luminescence. activation, % at 5 µM. hit rate 2.5% among 320,000. AID 2796; in the data active means activation above about 47%;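 further: 0% = vehicle wells and 100% = reference agonist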
PAFAH1B2 inh: PAFAH1B2 (human) inhibition; recombinant PAFAH1B2, FP-rhodamine activity probe, fluorescence polarization; inhibition, % at 3.39 µM; hit rate 1.2% among 340,000; AID 492953;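 active means inhibition above the mean of all tested compounds plus 3 SD, cut at about 24% in these data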;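 further: 0% = enzyme with DMSO and 100% = wells lacking PAFAH1B2; many of its hits are not listed in these tables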
pPAFAH FP inh: inhibitors of human plasma PAF acetylhydrolase (pPAFAH) | recombinant pPAFAH, FP-rhodamine probe fluorescence polarization | hit rate 1.5% among 330,000 | inhibition, % at 3.39 µM;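 active means inhibition above the mean inhibition across the screen plus 3 SD, cut at about 25% in these data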;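 further: inhibitors block binding of the rhodamine activity-based probe so polarization drops; 0% = enzyme with DMSO and 100% = wells lacking pPAFAH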
MEX-5 binding: C. elegans MEX-5 TCR-2 RNA binding activity. Q9XUB2. MEX-5/FITC-TCR2 RNA binding, fluorescence polarization; hits give low values. activity score (negative = inhibition of binding), % at 10 µM. hit rate 0.38% among 300,000;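 active means inhibition past about -25% in most replicates, and total fluorescence under double the plate's negative control median, limit read from the data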;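 further: 0% = DMSO and -100% = 5 µM competing unlabeled TCR2 RNA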
Fam108B counter: Fam108B inhibition, counter-screen for RBBP9 inhibitors. recombinant Fam108B, FP-Rh probe fluorescence polarization. inhibition, % at 9.51 µM. hit rate 0.33% among 300,000;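 active means inhibition above the screen mean inhibition plus 3 SD, computed separately per campaign, cut at about 18% in these data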;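 further: inhibitors lower polarization as less probe binds the enzyme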
Bcl-xL primary: inhibitors of human Bcl-xL | Q07817 | GST-Bcl-xL / FITC-Bim BH3 peptide fluorescence polarization | inhibition, % at 10.9 µM | hit rate 0.7% among 320,000 | AID 2129;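 active means inhibition above the mean of all tested compounds plus 3 SD, cutoff set per campaign, cut at about 30% in these data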;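 further: 0% = DMSO wells and 100% = unlabeled Bim-BH3 peptide competitor; inhibitors lower millipolarization by displacing the labeled peptide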
Target sequence (Q07817 whole entry, looked up): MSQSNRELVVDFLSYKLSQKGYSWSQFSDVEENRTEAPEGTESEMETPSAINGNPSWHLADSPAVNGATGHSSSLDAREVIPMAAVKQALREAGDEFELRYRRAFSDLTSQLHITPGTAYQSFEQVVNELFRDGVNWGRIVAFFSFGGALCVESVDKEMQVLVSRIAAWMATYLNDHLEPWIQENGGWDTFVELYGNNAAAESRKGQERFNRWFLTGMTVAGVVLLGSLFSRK
GLD-1 TGE inh: GLD-1-TGE RNA interaction inhibition (C. elegans); Q17339; purified GLD-1 + fluorescein TGE RNA, fluorescence polarization; inhibition, % at 5.96 µM; hit rate 0.44% among 320,000;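 active means percent inhibition above a per-plate cutoff, the plate mean of test compounds plus 3 SD, cut at about 30% in these data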;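 further: 0% = DMSO wells with GLD-1 and probe and 100% = wells lacking GLD-1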
MCL1-BIM inh: disrupts human MCL1 binding to BIM-BH3 peptide. Q07820. GST-MCL1 / FITC-Bim-BH3 fluorescence polarization. inhibition, % at 10.9 µM. hit rate 0.68% among 320,000. AID 2057;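 active means inhibition above the mean inhibition of all tested compounds plus 3 SD, set per campaign, cut at about 40% in these data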;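 further: 0% = DMSO wells and 100% = unlabeled Bim-BH3 peptide control; higher means more loss of mP so more displacement of Bim peptide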
Target sequence (Q07820 whole entry, looked up): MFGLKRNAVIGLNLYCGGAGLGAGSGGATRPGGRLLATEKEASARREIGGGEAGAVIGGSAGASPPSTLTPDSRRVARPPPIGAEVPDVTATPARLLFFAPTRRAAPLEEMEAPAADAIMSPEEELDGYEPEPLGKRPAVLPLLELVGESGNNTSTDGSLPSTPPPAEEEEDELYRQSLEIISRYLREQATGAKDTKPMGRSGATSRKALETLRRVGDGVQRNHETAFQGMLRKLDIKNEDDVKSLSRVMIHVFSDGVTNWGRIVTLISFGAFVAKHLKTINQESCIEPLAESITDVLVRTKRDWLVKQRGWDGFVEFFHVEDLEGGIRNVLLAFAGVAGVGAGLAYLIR
PME-1 primary: blocks human protein phosphatase methylesterase 1. recombinant PME-1, FP-Rh probe fluorescence polarization. Q9Y570. inhibition, % at 5.9 µM. hit rate 0.53% among 320,000;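 active means inhibition above the campaign mean of all compounds plus 3 SD, cut at about 26% in these data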;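 further: competitive labeling of PME-1 active site by serine hydrolase directed probe; 0% = PME-1 with DMSO and 100% = wells lacking PME-1 enzyme; inhibitors block probe labeling so polarization falls and inhibition rises; many of its hits are not listed in these tables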
Target sequence (Q9Y570 whole entry, looked up): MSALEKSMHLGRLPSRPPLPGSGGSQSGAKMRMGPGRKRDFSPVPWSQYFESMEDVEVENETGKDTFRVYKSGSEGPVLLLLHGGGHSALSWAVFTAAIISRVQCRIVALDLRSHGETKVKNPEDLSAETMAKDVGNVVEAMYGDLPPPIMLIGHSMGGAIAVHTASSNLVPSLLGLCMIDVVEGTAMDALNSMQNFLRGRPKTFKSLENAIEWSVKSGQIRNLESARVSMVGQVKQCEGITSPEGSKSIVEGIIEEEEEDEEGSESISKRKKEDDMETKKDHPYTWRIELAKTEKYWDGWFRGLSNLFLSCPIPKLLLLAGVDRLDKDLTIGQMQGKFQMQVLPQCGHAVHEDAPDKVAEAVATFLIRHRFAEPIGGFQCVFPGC
* hit, by the source's call; · = not tested or not shown.

SMILES	AHR activator	PAFAH1B2 inh	pPAFAH FP inh	MEX-5 binding	Fam108B counter	Bcl-xL primary	GLD-1 TGE inh	MCL1-BIM inh	PME-1 primary
O=C(CN1C2=NCCN2c2ccccc21)C12CC3CC(CC(C3)C1)C2	82*	3	1	0.9	0	3	-9	5	-17
O=C(O)c1ccccc1-n1ncc2c1/C(=C/c1ccc(Cl)cc1)CC2	6	·	12	1.9	-1	7	-1	5	-6
COc1ccc(/C=C/C(=O)NCc2ccccn2)cc1	8	2	2	1.3	1	-3	5	7	-5
CCOCCCNC(=O)c1cc2c(=O)[nH]c3ccccc3c2s1	-3	0	7	2.6	1	8	4	7	4
CCCCn1c(SCC(=O)NCCOC)nc2ccc(N3CCOCC3)cc2c1=O	25	1	2	1.6	2	12	1	16	0
COc1cccc(C2CC(C(F)(F)F)n3ncc(C(=O)O)c3N2)c1 (configuration not stated)	-1	4	0	1.0	9	3	3	6	0
CCOC(=O)c1c(O)c(Cl)c(C)[nH]c1=O	1	6	5	-1.1	-1	7	-8	1	2
Cc1cc(C)n(CC(O)COc2cccc(OCC(O)Cn3nc(C)cc3C)c2)n1 (configuration not stated)	-1	3	8	3.5	-5	5	-4	2	0
O=C(NCc1cccnc1)Nc1ccc(Br)cc1	11	-4	0	-1.3	2	5	5	7	-3
O=C(NC(Cc1ccccc1)C(=O)O)c1ccc(S(=O)(=O)N2CCCC2)cc1 (configuration not stated)	2	4	5	1.7	0	2	4	4	1
CN(C)C(=O)c1ccc(Nc2nnc(-c3ccc(O)cc3)c3ccccc23)cc1	11	0	-7	1.7	5	4	-1	-3	-4
C/C(=N/NC(=O)c1ccoc1C)c1ccc(N2CCOCC2)cc1	3	-6	2	0.8	0	4	3	-3	0
COc1ccccc1CCNC(=O)c1ccc(NC(=O)CC2SC(N3CCCC3)=NC2=O)cc1 (configuration not stated)	3	5	-3	0.0	-1	10	0	3	8
C=CCn1c(-c2ccc(C)cc2)nc2ccccc21	24	2	3	-2.2	2	5	4	4	3
CC(=O)N(C)Cc1ccc(C(=O)CSc2nnc(C3CC3)n2C2CC2)cc1	1	4	-1	·	·	-5	2	1	-2
CCN1CCc2nc(NC(=O)Cc3ccc4c(c3)OCCO4)sc2C1	4	4	0	0.3	4	1	-1	2	2
COc1ccc(OC)c2sc(NC(=O)C3=COCCO3)nc12	98*	8	4	0.0	0	9	7	-2	7
C[C@H](CO)N1C[C@H](C)[C@@H](CN(C)CC2CC2)Oc2c(NS(=O)(=O)c3ccc(F)cc3)cccc2C1=O	0	5	-3	·	·	·	-2	·	·
C=CCNC(=S)NNC(=O)c1csc(CC)c1	0	1	9	-2.3	3	-2	-4	-2	-5
CCOc1ncccc1C(=O)NCc1ccccc1	-2	·	-4	-1.0	6	-4	7	-28	1
CC(C)N(C(=O)Cn1c(Cl)nc2ccccc21)C(C)C	1	2	-4	-1.8	0	4	7	-1	-2
COc1ccc(-c2cc(C(=O)Nc3ccccc3N3CCOCC3)c3ccccc3n2)cc1OC	25	4	-4	-4.7	-2	-4	-1	-12	-2
Cn1nnnc1SCc1cc(=O)n2ccsc2n1	0	1	9	3.4	0	0	9	6	-4
CC(C)(C)NC(=O)Cn1nnc(-c2ccccc2Cl)n1	5	3	8	-1.1	1	2	-3	2	2
NC(=O)CSc1nccn1Cc1ccc2c(c1)OCO2	-4	-4	5	2.6	3	-11	10	-3	-8
CCn1c(/C=C/N(C(C)=O)c2ccccc2)[n+](CC)c2ccc(Cl)cc21	24	0	0	-1.4	2	-4	8	-18	0
Cc1ccc(C(c2sc3ncnn3c2O)N2CC(C)CC(C)C2)cc1 (configuration not stated)	1	2	-2	-0.8	-1	56*	-2	-6	3
COc1ccc(N(C(=O)C2CSC(=O)C2)C(C(=O)NC(C)(C)C)c2ccncc2)cc1 (configuration not stated)	-1	-5	3	0.8	1	-1	-2	0	-1
N/C(=N\OC(=O)COc1ccc(Cl)cc1Cl)c1ccccn1	-4	4	1	-2.2	0	9	7	6	-5
Cc1[nH]nc(SCC(=O)NC2CCCC2)c1[N+](=O)[O-]	2	0	2	-0.8	-1	0	-1	6	2
COc1ccc(S(=O)(=O)N(C)CC(=O)O)c2ccccc12	13	2	-5	-0.9	-6	-1	4	2	-2
C=CCNC(=O)c1onc(CS(=O)(=O)c2cc(C)cc(C)c2)c1C(=O)NCC=C	21	-3	-1	0.5	2	9	-6	3	0
COc1cc(CN2CCCC(C(=O)Nc3cccc(-n4cccn4)c3)C2)ccc1F (configuration not stated)	30	9	6	0.1	-1	3	5	12	-5
COc1ccc([C@@H]2C[C@@H](c3ccccc3)Oc3c(C)ccc(C(C)C)c32)cc1	3	·	-1	-7.3	-3	6	-1	3	2
Cc1ccc(NC(=O)CN(C)C(=O)c2sc3cc(Cl)ccc3c2Cl)cc1	2	7	2	2.0	-8	5	1	10	2
COc1ccc(NC(=O)Nc2ccccc2OC)cc1	5	6	10	0.1	4	0	2	5	7
O=C(NCCO)c1nc2ccccc2s1	6	2	-4	2.6	-7	4	5	1	-2
Cc1cc(C)c2oc(C(=O)Nc3ccc(S(=O)(=O)N4CCCC(C)C4)cc3)cc(=O)c2c1 (configuration not stated)	1	6	0	0.8	-14	5	1	9	1
Cc1ccc(NC(=O)c2ccc(CSc3nnc(C)s3)cc2)c(C)c1	5	2	1	0.7	0	-7	-4	-1	3
Cc1cn(C2C=CC(CO)O2)c(=O)[nH]c1=O (configuration not stated)	-1	1	-4	1.5	2	2	-2	-2	-2
CCN1C(=O)C(O)(C2COC(C)(C)CC2=O)c2cc(Br)ccc21 (configuration not stated)	-1	7	2	-1.6	4	0	2	-6	8
N#Cc1ccccc1-n1c(N)c(C(=O)N2CCCC2)sc1=S	21	4	-8	-2.2	-6	0	1	-1	-2
NC(=O)NC(=O)COC(=O)CCCc1c[nH]c2ccccc12	9	1	6	2.3	-1	6	0	2	5
O=C(Cc1ccc(F)cc1)N1CCN(c2ccc(F)cc2)CC1	-3	-1	2	1.0	-4	4	6	8	-1
CCOC(=O)c1[nH]c(C(=O)O)c(CCN(CC)CC)c1C	-5	4	1	3.5	7	5	-1	3	-3
CSCCC(NC(=O)COc1ccccc1)C(=O)N1CCCCCC1 (configuration not stated)	2	5	2	·	·	2	2	0	1
COc1ccc(C(=O)C2CCCN(Cc3cn[nH]c3-c3ccccc3)C2)cc1OC (configuration not stated)	0	4	3	1.2	-4	5	4	9	-1
O=S(=O)(Nc1nc2ccccc2nc1NCCO)c1cccc(Cl)c1	25	9	10	2.3	0	7	2	13	5
Nc1nonc1C(=O)N1CCCCC1	-1	3	-2	2.9	0	9	2	0	-4
O=C(CN1CCN(c2ncccn2)CC1)NCc1ccccc1	0	1	3	0.2	0	4	-1	3	-1
CCCc1cc(=O)[nH]c(SCC(=O)c2cc(C)n(CC3CCCO3)c2C)n1 (configuration not stated)	2	0	5	·	·	·	11	·	·
Cc1nc2nc(C)c(NS(=O)(=O)c3ccc(C4CCCCC4)cc3)c(=O)n2[nH]1	0	5	5	0.5	-1	3	6	-1	6
CCC1=C2CC[C@H]3C(=O)N(c4ccccc4)C(=O)[C@H]3[C@H]2[C@@]2(C)C(=NCc3ccccc3)OC(=O)N2C1=O	1	-1	-7	0.2	-7	-2	8	-8	5
COC(=O)C1=C(CS(=O)(=O)c2ccccc2)NC(=O)NC1c1ccccc1 (configuration not stated)	1	2	2	-0.4	4	3	0	-5	-2
CCN(CC)S(=O)(=O)c1cc(NC(=O)C(C)N2CCN(Cc3ccc4c(c3)OCO4)CC2)ccc1C (configuration not stated)	-2	1	2	1.8	8	6	-5	2	16
COc1ccc(/C=N/NC(=O)c2cccnc2)cc1	16	6	-9	1.7	-3	4	0	2	-1
Cc1nonc1NC(=O)Nc1cccnc1	2	2	6	2.2	1	5	-8	-2	-1
CC(=O)Nc1ccc(S(=O)(=O)N2CCN=C2SCc2ccc(C)cc2)cc1	3	7	8	-1.7	-3	3	2	-2	5
CC(C)(C)c1ccccc1NC(=O)c1ccc2c(c1)SC1=NS(=O)(=O)CCN12	1	4	2	1.4	4	2	3	1	-5
COc1ccc(C(=S)N2CCOCC2)cc1OC(=O)c1ccc([N+](=O)[O-])cc1[N+](=O)[O-]	-1	3	1	0.6	-6	2	-1	16	1

Reprinted from the part before: two entries; new compounds follow.
SMILES	AHR activator	PAFAH1B2 inh	pPAFAH FP inh	MEX-5 binding	Fam108B counter	Bcl-xL primary	GLD-1 TGE inh	MCL1-BIM inh	PME-1 primary
CC(C)(C)c1ccccc1NC(=O)c1ccc2c(c1)SC1=NS(=O)(=O)CCN12	1	4	2	1.4	4	2	3	1	-5
COc1ccc(C(=S)N2CCOCC2)cc1OC(=O)c1ccc([N+](=O)[O-])cc1[N+](=O)[O-]	-1	3	1	0.6	-6	2	-1	16	1
O=C(c1ccc(Cl)cc1)C1CCCN(Cc2ccc(Oc3ncccn3)cc2)C1 (configuration not stated)	-2	-2	3	0.3	2	1	3	-1	-1
CCc1ccccc1N(CC(=O)N1CCc2ccccc2C1)S(C)(=O)=O	7	1	-8	-1.6	-10	-17	-10	-25	-2
C=CCc1cc(C=O)cc(OC)c1OCc1ccc(Cl)cc1	5	5	4	-0.3	-2	7	-2	6	3
O=C(CN1C(=O)C2CCCCC2C1=O)OCn1nnc2ccccc2c1=O (configuration not stated)	-4	1	9	-3.2	-2	2	0	5	2
O=C(NCC(c1cccs1)N1CCOCC1)c1ccccc1NS(=O)(=O)c1cc([N+](=O)[O-])ccc1Cl (configuration not stated)	6	5	-9	2.7	-4	6	9	14	6
O=C(CSc1nccn1-c1ccccc1)c1ccc(Br)cc1	-1	15	0	-0.2	2	-1	-3	1	-1
Cc1ccc(-c2nnc(Nc3ccc(C(N)=O)cc3)c3ccccc23)cc1S(=O)(=O)NCC1CCCO1 (configuration not stated)	4	2	23	0.1	-1	5	-6	7	-2
COc1ccc(NS(=O)(=O)c2ccc(NC(=O)C(CCSC)NC(N)=O)cc2)cc1 (configuration not stated)	2	3	31*	-1.3	0	6	1	2	0
O=C(CCc1ccccc1)Nc1ccnn1C1CCN(Cc2ncc[nH]2)CC1	3	2	4	-5.0	5	2	3	3	-1
CCOc1cc([N+](=O)[O-])cc2c1C(=O)Nc1ccccc1O2	14	2	2	-4.2	-9	-24	-13	-66	5
C/C(N)=C(/C#N)C(=O)CSc1nn(-c2ccc(Cl)cc2)c(=S)s1	8	7	22	-5.2	-4	-2	-1	9	12
CC(NC(=O)c1ccc(F)cc1)c1ccc2c(c1)CCCC2 (configuration not stated)	5	3	3	1.8	-4	7	2	0	-4
Cc1cc(C)nc(SCCCn2c(=O)[nH]c3ccccc32)n1	-2	-1	1	0.2	2	5	6	2	-3
CC1(C)CC(=O)c2c(nc3ccccc3c2N)C1	0	0	2	1.7	-7	-6	6	-2	-1
CNC[C@H](CC1CCCCC1)NC[C@H](Cc1ccccc1)NCCC12CC3CC(CC(C3)C1)C2	0	0	-2	36	3	4	3	1	-1
Cc1ccc(NC(=O)CSc2nnc(-c3ccccn3)n2N)c(Br)c1	13	·	3	-2.3	1	-1	5	0	-1
COc1ccc(C(=O)NCCCN2CCOCC2)cc1Br	2	5	3	-1.4	4	1	-2	-1	-1
COc1cccc(NC(=O)C(=O)N/N=C(\C)CC(=O)Nc2ccc(NC(C)=O)cc2)c1	-2	1	2	3.1	-4	1	-4	-1	2
Cc1ccc(-c2c(C#N)c(N)nc3c2CCCC3)o1	5	6	10	-2.2	3	7	4	1	-1

Not all compounds are listed (hit frequency here may not be typical).
